HEK293 tox – cytotoxic compounds in HEK 293 cells; Potency, µM (top dose mostly 115 µM), without a hit: at the highest dose activity change, negative = cytotoxicity, actives largely listed as inhibitors; hit rate 6.6% among 94,000; HEK 293 viability, ATP luminescence (CellTiter-Glo), 48-72 h; further: potency means the concentration at half of the fitted maximal effect; nearly all actives have a fitted effect of over 60% in size
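250 HEK 293 cells/well; compound by pintool; incubated 48 or 72 hr at 37 degree Celsius; CellTiter-Glo added, 10 min RT, luminescence imaged.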
SNCA expr inhib – SNCA gene expression inhibition; HEK-293 SNCA-luciferase knock-in, luminescence, 24 h; Potency, µM (doses to about 57.2 µM), inactives show at the highest dose activity change, negative = inhibition, usual class: inhibitors; hit rate 0.17% among 140,000;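 further: potency means the concentration at half of the fitted maximal effect; plate controls were DMSO cells for no effect and cell-free wells for full effect; nearly all actives have a fitted effect of over 45% in size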
Luciferase inh – inhibitors of firefly (Photinus pyralis) luciferase | Potency, µM (series often up to 115 µM), for the others: top-dose activity change, negative = inhibition, most hits filed as inhibitors | purified P. pyralis luciferase, luminescence, biochemical | hit rate 2.5% among 76,000; further: potency means the concentration at half of the fitted maximal effect; nearly all actives have a fitted effect of over 65% in size
Target sequence (P08659 whole entry, looked up): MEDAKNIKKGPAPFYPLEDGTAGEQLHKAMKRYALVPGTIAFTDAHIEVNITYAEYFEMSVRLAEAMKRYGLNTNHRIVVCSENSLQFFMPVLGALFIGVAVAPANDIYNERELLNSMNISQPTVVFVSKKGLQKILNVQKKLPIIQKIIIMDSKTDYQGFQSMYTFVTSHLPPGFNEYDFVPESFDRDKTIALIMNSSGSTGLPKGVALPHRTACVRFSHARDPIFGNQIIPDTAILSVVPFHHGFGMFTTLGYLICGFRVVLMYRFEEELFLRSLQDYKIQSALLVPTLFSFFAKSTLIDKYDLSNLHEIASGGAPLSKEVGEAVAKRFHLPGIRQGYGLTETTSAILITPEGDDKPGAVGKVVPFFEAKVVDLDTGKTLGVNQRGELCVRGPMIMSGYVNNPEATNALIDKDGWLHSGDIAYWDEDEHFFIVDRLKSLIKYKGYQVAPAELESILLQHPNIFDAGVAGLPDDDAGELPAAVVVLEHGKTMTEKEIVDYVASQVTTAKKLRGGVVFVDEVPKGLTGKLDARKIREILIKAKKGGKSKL
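Luminescence read by CCD imager after adding enzyme (10nM final) to wells holding compound, titrated in qHTS. Substrates 10uM each D-luciferin and ATP; buffer 50mM Tris acetate pH 7.5, 10mM Mg acetate, Tween-20, BSA.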
IP6K1 inhibitor – IP6K1 kinase inhibition. activity change, % (series mostly up to about 58 µM). IP6K1 kinase, ADP-Glo luminescence, 2 h; stronger effect = lower value. hit rate 0.81% among 140,000; in the data active means activity change below about -25%
Target sequence (Q92551 whole entry, looked up): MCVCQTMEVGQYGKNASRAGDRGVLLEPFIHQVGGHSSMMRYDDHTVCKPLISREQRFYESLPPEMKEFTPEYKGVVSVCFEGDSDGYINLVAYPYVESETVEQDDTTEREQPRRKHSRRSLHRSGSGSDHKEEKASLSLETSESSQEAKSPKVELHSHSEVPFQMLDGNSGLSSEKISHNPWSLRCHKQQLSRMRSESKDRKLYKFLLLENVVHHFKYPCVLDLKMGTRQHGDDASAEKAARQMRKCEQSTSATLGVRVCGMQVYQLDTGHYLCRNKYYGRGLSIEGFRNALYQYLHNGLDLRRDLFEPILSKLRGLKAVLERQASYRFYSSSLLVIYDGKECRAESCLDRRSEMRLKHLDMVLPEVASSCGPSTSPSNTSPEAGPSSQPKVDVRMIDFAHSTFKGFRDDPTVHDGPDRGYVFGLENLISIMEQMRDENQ
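ADP-Glo luminescence measures ADP made by human IP6K1 during a 2 h RT reaction with ATP/IP6 (mix at 1.3 mM/130 uM); top library doses 57.5 and 19.1 uM final.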
GPT2 inh – GPT2 alanine aminotransferase inhibition. Q8TD30. Recombinant GPT2, coupled pyruvate oxidase/HRP Amplex Red fluorescence. Potency, µM (doses to about 57.7 µM), inactives show at the highest dose activity change, negative = inhibition, usual class: inhibitors. hit rate 0.25% among 100,000. AID 1671188; further: potency means the concentration at half of the fitted maximal effect; nearly all actives have a fitted effect of over 60% in size; many of its hits are not listed in these tables
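Fluorescence read-out: pyruvate from GPT2 turnover coupled to pyruvate oxidase, HRP and Amplex Red (0.2mM ThPP, 0.2U/mL PO and HRP, 50uM Amplex final). Substrates 250uM a-KG, 2mM L-alanine; enzyme 10ng/uL; 30 min RT.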
HEK293 viab – cell viability loss counter-screen | hit rate 0.12% among 150,000 | AID 1671193 | Potency, µM (top dose mostly 57.1 µM), inactives show top-dose activity change, negative = cytotoxicity, actives largely listed as cytotoxic | HEK-293-SNCA-luc viability, GF-AFC fluorescence, 24 h;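 further: potency means the concentration at half of the fitted maximal effect; 0% = DMSO-treated cells and -100% = medium-only wells without cells; nearly all actives have a fitted effect of over 30% in size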
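HEK-293-SNCA-luc cells (1500/well) plated 24 h, then exposed 24 h to a dilution series; GF-AFC added 30 min at 37C, fluorescence 405/540 nm; normalised to medium-only and DMSO wells, Hill fit.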
NIH3T3 tox – kills NIH 3T3 cells; NIH 3T3 viability, CellTiter-Glo ATP luminescence, 48-72 h; hit rate 4.3% among 94,000; Potency, µM (doses to about 96.7 µM), for inactives: top-dose activity change, negative = cytotoxicity, most hits filed as inhibitors; AID 1345082; further: potency means the concentration at half of the fitted maximal effect; nearly all actives have a fitted effect of over 55% in size
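Luminescent ATP readout (CellTiter-Glo, 10 min RT) after 48 or 72 hr compound exposure of NIH 3T3 cells seeded at 400 cells/well in 1536-well format; quantitative HTS.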
* marks the source's active call; other numbers are inactive results; i = inactive; ? = inconclusive; . = no result given; [ ] = another dose, or the depositor's remark. Unless noted, the call rests on the fitted dose curve; in most records, active means well fitted curve in the direction sought with a large enough effect; inconclusive means small, poorly fitted or top-dose-only effect, or another doubt; inactive means no such curve, though single readings can be large; an effect the other way counts as inactive or inconclusive. Unless noted, on the % scale 0 is the no-effect control and ±100 the full control effect. Some of the compounds tested; the hit share may differ from the screen's.

mol	GPT2 inh	NIH3T3 tox	IP6K1 inhibitor	Luciferase inh	SNCA expr inhib	HEK293 tox	HEK293 viab
CC(C)c1noc(C2CCCN(C(=O)Nc3ccccc3F)CCC(=O)NCC2)n1 (stereo not given)	-12%	i	2	2%	27%	1%	0%
CC(C)c1ccc(N(CC(=O)O)S(=O)(=O)c2ccc3[nH]c(=O)c(=O)[nH]c3c2)cc1	.	.	14	.	-1%	.	20%
COc1ccc(OCC2(C)COc3ccc(C(=O)NCc4ccco4)cc3N2)cc1 (stereo not given)	-22%[88.5 µM]	?	-6	-7%[172 µM]	-6%[87.6 µM]	?	-3%[87.6 µM]
COc1cc(NC(=O)NCC2CCN(Cc3ccc(C)cc3)CC2)cc(OC)c1OC	.	.	31	.	-25%	.	2%
COc1ccc(CNC(=O)CCCCCn2c(=O)[nH]c3ccccc3c2=O)cc1	.	.	3	.	94%[activator]	.	2%
C[C@@H](NC(=O)C1=C[C@@H](NC(=O)Nc2ccc(OC(F)(F)F)cc2)[C@@H](O)[C@H](O)C1)C(N)=O	?	-11%	-3	-3%	-12%	-1%	5%
CO[C@H]1C[C@@H](O)C12CCN(C(=O)Cn1cc(C)c(=O)[nH]c1=O)CC2	-4%	-8%	8	5%	?	-3%	-12%
CCc1ccc(NC(=O)Cn2c(=O)nc(-c3ccccc3F)c3cc(Cl)ccc32)cc1	.	.	27	.	140%[activator]	.	-3%
CCC(C)C1NC(=O)C2CCCN2C(=O)C(CC(O)CO)OC(=O)CCNC(=O)C(C)N(C)C(=O)C(C(C)C)N(C)C1=O (stereo not given)	?	.	10	.	.	.	-13%[23.9 µM]
O=C1NCCCCCCN(C(=O)C2CCC2)[C@H]2CCC[C@@H]12	i	3%	6	4%	-5%	i	-12%
OC1CCOC2(CCN(Cc3ccc[nH]3)CC2)C1 (stereo not given)	i	i	15	-1%	?	2%	-15%
O=C1CCC2(CCCO2)CCN1Cc1cccc(OC(F)(F)F)c1 (stereo not given)	-6%	-18%	12	-4%	9%	-14%	1%
CN(C)C(=O)N1CCN(C(=O)c2nc3cccnc3n(Cc3ccccc3)c2=O)CC1	i	-7%	7	.	-8%	-12%	-4%[12.5 µM]
CCn1c(=O)sc2cc(NS(=O)(=O)c3ccc(F)c(C)c3)ccc21	.	.	6	.	68%[activator]	.	-2%
C[C@@H]1CN(C(=O)c2cccnc2SCCc2ccccc2)CC[C@]1(C)O	?	-25%	-4	4%	-16%	-17%	-7%

Next section:
mol	GPT2 inh	NIH3T3 tox	IP6K1 inhibitor	Luciferase inh	SNCA expr inhib	HEK293 tox	HEK293 viab
Cc1ccc(-n2ncc3c(NC(C)c4ccccc4)ncnc32)cc1 (stereo not given)	.	.	30	.	96%[activator]	.	0%
Cn1nccc1CN1CCCC2(CNc3ccccc3[S+](=O)([O-])N2)C1 (stereo not given)	-7%	-6%	23	7%	-12%	-6%	2%
CCN(CC)C(=O)N1CCO[C@@H](COc2ccccn2)[C@@H]1c1ccccc1	i	0%	4	.	33%[activator]	i	14%
CCc1nc2c(c(-c3ccc(OC)cc3)n1)CCN(C(=O)c1ccccc1OC)CC2	i	?	2	.	-13%	-5%	-22%
COc1ccc(NC(=O)CSc2nc3ccccc3[nH]2)cc1	.	.	-11	.	49%[activator]	.	-15%
COCC1CN(Cc2ccccc2)[S+](=O)([O-])c2cccnc2O1 (stereo not given)	i	-31%[46.1 µM]	1	.	-13%[25.6 µM]	?	-21%[23.9 µM]
CCc1ccc(C2C(C(=O)Nc3ccccc3C)=C(C)Nc3nc(SCc4cccc(OC)c4)nn32)cc1 (stereo not given)	.	.	42	.	16%	.	2%
CCc1nc2c(c(-c3ccc(OC)cc3)n1)CN([S+](=O)([O-])c1cccc(C(F)(F)F)c1)CC2	-2%	-10%	-2	.	-13%	-20%	-9%
C1N2CN3CN1CN(C2)C3	i	.	10	.	-40%[25.6 µM]	.	-30%[23.9 µM]
Cn1cnnc1CCC(=O)N[C@H](c1ccccn1)C1CC(O)C1 (stereo not given in full)	3%	-12%	15	-6%	-6%	-2%	9%
Cc1nc(N)nc(N)c1-c1ccc(Cl)c(Cl)c1	-4%	.	2	.	-76%[25.6 µM]	.	-37%[23.9 µM]
CC(C)CN1C(=O)C(C)(C)[S+](=O)([O-])[C@@H]2CN(c3ccc(OC(F)(F)F)cc3)C[C@@H]21	-17%	?	7	6%	?	?	-9%
COc1cccc(CN[C@H]2[C@H](O)[C@H](O)C[C@@H]2c2cccnc2)c1	-9%[88.5 µM]	i	3	0%[172 µM]	3%[87.6 µM]	2%[172 µM]	-21%[87.6 µM]
CS(=O)(=O)N1CCc2ccc(C(=O)Nc3ccc(Cl)c(C(F)(F)F)c3)cc21	-4%	-36%	-9	18µM*	97%[activator]	20µM*	-18%
COCCN(C)C[C@H]1C[C@H](CO)CN(C(=O)CN2CCc3ccccc3C2)C1	4%	-12%	-12	0%	-3%	-4%	-2%

Next part:
mol	GPT2 inh	NIH3T3 tox	IP6K1 inhibitor	Luciferase inh	SNCA expr inhib	HEK293 tox	HEK293 viab
Cc1cc(F)cc(CN2CCc3nc(C(=O)NCc4ccncc4)oc3CC2)c1	4%[88.5 µM]	?	15	1%[172 µM]	-3%[87.6 µM]	?	-11%[87.6 µM]
CCOc1ccc(C(=O)NCc2ccc3c(c2)CCN3C(=O)c2ccccc2)cc1	.	.	7	.	?	.	-24%
CNC(=O)N1CCC2(CC1)CC(Cc1ccc(C)cc1)CCO2 (stereo not given)	-27%	-26%	15	.	-4%	?	14%
CC(=O)NC1(C)CCN(Cc2ccccc2-c2ccc3ccccc3c2)C1 (stereo not given)	3%[88.5 µM]	79µM*	-3	-10%[172 µM]	?	?	-28%[87.6 µM]
COC(=O)C(c1ccccc1Cl)N1CCc2sccc2C1 (stereo not given)	i	.	17	.	3%[25.6 µM]	.	33%[23.9 µM]
CC(C)c1cnc2c(c1SCC(=O)O)c(=O)n(C)c(=O)n2C	.	.	-5	.	-5%	.	5%
CCOCCCNCc1ccc(-c2ccccc2)o1	0%	-19%	-7	0%	39%[activator]	-9%	6%
Cc1cc(C)n(C(C)CC(=O)NCc2ccc(N(C)C)cc2)n1 (stereo not given)	.	.	5	.	-2%	.	1%
CCCCN(C)CCNC(=O)c1nn(-c2ccc(OC)cc2)c(=O)c2c1c1ccccc1n2C	.	.	-3	.	-7%	.	11%
Cc1cc(C)cc(C(=O)N2CCCC(n3cc(-c4nc(C(C)C)no4)nn3)C2)c1 (stereo not given)	i	?	15	0%	-4%	?	-3%
CS(=O)(=O)N1CCC(CC(=O)Nc2ccccc2)C1 (stereo not given)	-2%	i	3	-6%	3%	-4%	14%[12.5 µM]
COc1ccc(-c2ccnc3nc(-c4cccs4)nn23)c(F)c1	i	2%	2	-3%	-6%	-7%	2%
Cc1ccc([S+](=O)([O-])N2CCN(CCn3nc4n(c3=O)CCCC4)CC2)cc1	.	4%	-14	.	.	i	.
COCCN1CCNc2nc(COc3cccc(F)c3)n(Cc3ccccc3)c2C1=O	-26%[88.5 µM]	?	-3	-10%[172 µM]	-2%[87.6 µM]	?	-16%[87.6 µM]
O=C1NC2(CCCN(C(=O)c3ccccc3)C2)Oc2ccccc21 (stereo not given)	i	-18%[138 µM]	39	-3%[172 µM]	0%[87.6 µM]	-13%[172 µM]	-1%[87.6 µM]

5 structures out of the list, sorted by molar mass, high to low:
mol	GPT2 inh	NIH3T3 tox	IP6K1 inhibitor	Luciferase inh	SNCA expr inhib	HEK293 tox	HEK293 viab
Cc1ccc([S+](=O)([O-])N2CCN(CCn3nc4n(c3=O)CCCC4)CC2)cc1	.	4%	-14	.	.	i	.
Cc1cc(C)cc(C(=O)N2CCCC(n3cc(-c4nc(C(C)C)no4)nn3)C2)c1 (stereo not given)	i	?	15	0%	-4%	?	-3%
CC(C)c1cnc2c(c1SCC(=O)O)c(=O)n(C)c(=O)n2C	.	.	-5	.	-5%	.	5%
O=C1NC2(CCCN(C(=O)c3ccccc3)C2)Oc2ccccc21 (stereo not given)	i	-18%[138 µM]	39	-3%[172 µM]	0%[87.6 µM]	-13%[172 µM]	-1%[87.6 µM]
CNC(=O)N1CCC2(CC1)CC(Cc1ccc(C)cc1)CCO2 (stereo not given)	-27%	-26%	15	.	-4%	?	14%

New compounds follow
mol	GPT2 inh	NIH3T3 tox	IP6K1 inhibitor	Luciferase inh	SNCA expr inhib	HEK293 tox	HEK293 viab
Cc1ccc(Sc2c(C(=O)NCc3ccccc3C)[nH]c3ccccc23)cc1	.	.	9	.	35%[activator]	.	-4%
CC(C)NC(=O)C(NC(=O)c1ccc2c(c1)OCO2)C1CCN(C(=O)c2ccc(Cl)cc2)CC1 (stereo not given)	i	-23%	7	-6%	2%	-2%	-6%
Cc1ccc(NC(=O)CN2C(=O)NC3(CCC(C)CC3)C2=O)cc1 (stereo not given)	1%	?	28	-6%	-24%	?	-10%
CN1CCCC2(CCN(C(=O)CCc3ccccc3O)C2)C1=O (stereo not given)	2%[11.5 µM]	2%	-14	8%	-18%	i	12%
CC(C)c1nc(-c2ccc(OC3CCN(C(=O)c4n[nH]c5ccccc45)C3)cc2)no1 (stereo not given)	0%	?	8	-2%	-9%	28µM*	-15%
O=C(NCCc1ccccc1)c1nc2sccn2c1-c1ccc(C(F)(F)F)cc1	i	14µM*	13	.	?	?	-26%
COCCn1c(C)cnc1CC1CCN(C(=O)Nc2ccccc2F)C1 (stereo not given)	2%	5%	-16	0%	2%	1%	25%
CCCCNC(=O)CN1C(=O)NC(c2ccc(OCC)cc2)C2=C1COC2=O (stereo not given)	i	-7%	-1	3%	15%	0%	3%
O=C(NCc1ccccc1)[C@H]1CN(Cc2ccccc2)C[C@H]1C(=O)O	3%	-6%	0	-8%	-13%	-9%	12%
Cc1cccc(OCC2(CNC(=O)c3cnccn3)C[C@@H](O)[C@@H](O)C2)n1 (stereo not given in full)	0%[88.5 µM]	i	6	0%[172 µM]	-3%[87.6 µM]	i	6%[87.6 µM]
CN1[C@@H](CCC(=O)NCc2ccco2)CNC(=O)[C@@H]2[C@H]1CCN2Cc1cccc(Cl)c1	i	?	-5	-4%	7%	-13%	3%
O=C(NCC1CCOCC1)Nc1ccccc1Br	-5%	i	20	-15%	3%	2%	13%
CC1=NS(=O)(=O)N(Cc2ccccc2)C=C1C(=O)OCc1nc(Cc2ccc(C)cc2)no1	5%	-21%	2	-1%	-21%	?	-1%
